Bioassay records: PubChem BioAssay, Dana-Farber Cancer Institute and Novartis Institutes for BioMedical Research (Cambridge, Mass)
OTUD3 inh = blocks human OTUD3 ubiquitin-rhodamine cleavage; Q5T2D3; purified OTUD3, Ub-rhodamine fluorescence, 2 h; inhibition, % at 25 µM; 47,000 tested, 0.7% active
USP7 inh = human USP7 deubiquitinase inhibition. purified USP7, Ub-rhodamine cleavage fluorescence. inhibition, % at 20 µM. 47,000 tested, 0.3% active. Q93009
USP8 inh = human USP8 deubiquitinase inhibition; P40818; inhibition, % at 20 µM; AID 1645853; 47,000 tested, 4.2% active; purified USP8, Ub-rhodamine cleavage fluorescence, 30 min
USP30 block = human USP30 deubiquitinase inhibition. 47,000 tested, 5.3% active. inhibition, % at 25 µM. AID 1645860. Q70CQ3. purified USP30, Ub-rhodamine cleavage fluorescence
UCHL1 block = blocks human UCHL1 ubiquitin-rhodamine cleavage; purified UCHL1, Ub-rhodamine cleavage fluorescence; inhibition, % at 20 µM; AID 1645859; 47,000 tested, 0.2% active; P09936
Target sequence (P09936 whole entry, looked up): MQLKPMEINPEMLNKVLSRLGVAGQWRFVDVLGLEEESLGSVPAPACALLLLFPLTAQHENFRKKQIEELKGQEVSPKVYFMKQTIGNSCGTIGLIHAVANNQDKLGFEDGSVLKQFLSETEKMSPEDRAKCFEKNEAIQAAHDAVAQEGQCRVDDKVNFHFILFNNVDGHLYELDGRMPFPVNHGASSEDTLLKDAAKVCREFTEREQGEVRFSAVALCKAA
USP10 inh = blocks human USP10 ubiquitin-rhodamine cleavage; Q14694; purified USP10, Ub-rhodamine fluorescence, 60 min; inhibition, % at 20 µM; 47,000 tested, 1.1% active; AID 1645856
USP17 block = human USP17-like deubiquitinase inhibition. inhibition, % at 50 µM. purified USP17, Ub-rhodamine cleavage fluorescence, 3 h. 47,000 tested, 6.5% active
Target sequence (A8MUK1 whole entry, looked up): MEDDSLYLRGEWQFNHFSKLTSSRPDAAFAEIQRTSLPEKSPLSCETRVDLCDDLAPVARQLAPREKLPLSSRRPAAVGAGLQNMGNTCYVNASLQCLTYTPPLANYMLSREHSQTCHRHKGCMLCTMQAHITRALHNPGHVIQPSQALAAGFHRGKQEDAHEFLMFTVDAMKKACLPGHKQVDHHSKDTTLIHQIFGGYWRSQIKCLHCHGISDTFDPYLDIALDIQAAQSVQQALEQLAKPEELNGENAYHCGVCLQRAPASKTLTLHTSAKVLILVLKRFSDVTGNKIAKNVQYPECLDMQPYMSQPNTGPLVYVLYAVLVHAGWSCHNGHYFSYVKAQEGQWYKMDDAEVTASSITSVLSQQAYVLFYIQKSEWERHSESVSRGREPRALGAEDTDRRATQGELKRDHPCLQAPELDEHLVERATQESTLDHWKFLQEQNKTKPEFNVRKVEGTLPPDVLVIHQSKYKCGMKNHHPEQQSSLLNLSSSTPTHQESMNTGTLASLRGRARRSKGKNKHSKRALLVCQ
USP28 inh = blocks human USP28 ubiquitin-rhodamine cleavage; Q96RU2; 47,000 tested, 3% active; inhibition, % at 25 µM; purified USP28, Ub-rhodamine cleavage fluorescence, 30 min
Starred values were filed as active, the others as inactive; i = inactive; nt = not tested or not shown. Cut-off read from the data, not from the text of the source: active = inhibition above about 30%; inactive = the rest. No enrichment for hits; overall some 13% were active at least once.

SMILES	OTUD3 inh	USP7 inh	USP8 inh	USP30 block	UCHL1 block	USP10 inh	USP17 block	USP28 inh
CN(C(=O)Cn1c(=O)n(CCCC(=O)N2CCc3ccccc3C2)c(=O)c2ccccc21)C1CCCCC1	10.7	-62.2	-11.3	16.5	-2.6	-0.3	6.0	8.8
O=C(NCc1ccco1)c1nc[nH]c1C(=O)NCc1ccccc1	8.8	-5.7	-32.3	-16.4	0.8	-2.1	-8.6	9.1
CCOCCCNC(=O)c1ccc(Cn2c(=O)[nH]c3cc(OCC)c(OCC)cc3c2=O)cc1	0.3	5.4	7.3	nt	7.4	1.4	10.9	nt
O=C(Nc1ccccc1Cl)N1CCCN(c2ncccc2[N+](=O)[O-])CC1	-8.4	-18.1	-105.0	-46.1	3.7	-6.2	-42.5	0.3
Cc1cc(Nc2ccc(C(=O)N3CCCCC3)cc2)n2nc(-c3cccnc3)nc2n1	6.5	4.5	-0.5	21.4	2.0	4.2	-1.8	7.4
O=C(C1c2ccccc2C(=O)N(c2ccccc2)C12CCCCC2)N1CCOCC1 (centres undefined)	0.1	-1.2	-19.4	-3.2	-5.2	0.1	2.6	-1.9
O=C(CN(c1ccccc1)S(=O)(=O)c1ccccc1)Oc1ccc2ccccc2c1	3.3	10.9	-0.1	20.7	7.1	0.4	-2.9	6.8
CCNS(=O)(=O)c1ccc(-c2ccc(-n3cnnn3)cc2)cc1	-0.5	4.0	23.8	25.0	3.7	15.6	20.4	8.0
O=C(CCc1nnc2ccc(N3CCCC3)nn12)N1CCCC1	13.4	5.0	18.6	24.3	2.3	2.8	18.4	8.4
COC(=O)c1sccc1NC(=O)COc1ccsc1C(=O)OC	-2.6	1.1	4.8	22.2	-0.1	0.7	51.2*	6.7
O=C(Cc1cc(-c2ccc(F)cc2)on1)Nc1ccccc1C(F)(F)F	-8.4	-3.6	10.9	-54.0	-8.0	-8.7	38.6*	-18.9
CCc1ccc(-c2c3c4n(c(-c5ccc(C)cc5)cn4c2C(=O)Nc2ccc(Cl)cc2)CCCC3)cc1	-0.9	-0.2	11.2	-19.2	1.1	-5.4	0.2	1.3
O=C(c1ccc2ccccc2c1)N(CC1CCCO1)c1nc2ccccc2s1 (centres undefined)	4.9	0.0	18.8	2.5	4.5	3.9	3.2	10.6
CC(C)(C)c1nn(-c2ccccc2)c2[nH]c(=O)c(CNCc3cccnc3)cc12	11.3	-1.5	5.0	0.9	1.9	2.5	27.6	14.3
O=C(C1CCN(c2ncccc2-n2cccc2)CC1)N1CCN(c2ccccc2)CC1	15.9	6.7	21.4	14.5	3.0	-3.4	5.4	9.3

9 entries out of the list, ordered by length of the SMILES, highest first:
SMILES	OTUD3 inh	USP7 inh	USP8 inh	USP30 block	UCHL1 block	USP10 inh	USP17 block	USP28 inh
CCc1ccc(-c2c3c4n(c(-c5ccc(C)cc5)cn4c2C(=O)Nc2ccc(Cl)cc2)CCCC3)cc1	-0.9	-0.2	11.2	-19.2	1.1	-5.4	0.2	1.3
CCOCCCNC(=O)c1ccc(Cn2c(=O)[nH]c3cc(OCC)c(OCC)cc3c2=O)cc1	0.3	5.4	7.3	nt	7.4	1.4	10.9	nt
CC(C)(C)c1nn(-c2ccccc2)c2[nH]c(=O)c(CNCc3cccnc3)cc12	11.3	-1.5	5.0	0.9	1.9	2.5	27.6	14.3
Cc1cc(Nc2ccc(C(=O)N3CCCCC3)cc2)n2nc(-c3cccnc3)nc2n1	6.5	4.5	-0.5	21.4	2.0	4.2	-1.8	7.4
O=C(Cc1cc(-c2ccc(F)cc2)on1)Nc1ccccc1C(F)(F)F	-8.4	-3.6	10.9	-54.0	-8.0	-8.7	38.6*	-18.9
O=C(c1ccc2ccccc2c1)N(CC1CCCO1)c1nc2ccccc2s1 (centres undefined)	4.9	0.0	18.8	2.5	4.5	3.9	3.2	10.6
CCNS(=O)(=O)c1ccc(-c2ccc(-n3cnnn3)cc2)cc1	-0.5	4.0	23.8	25.0	3.7	15.6	20.4	8.0
O=C(NCc1ccco1)c1nc[nH]c1C(=O)NCc1ccccc1	8.8	-5.7	-32.3	-16.4	0.8	-2.1	-8.6	9.1
COC(=O)c1sccc1NC(=O)COc1ccsc1C(=O)OC	-2.6	1.1	4.8	22.2	-0.1	0.7	51.2*	6.7

Carrying on.
SMILES	OTUD3 inh	USP7 inh	USP8 inh	USP30 block	UCHL1 block	USP10 inh	USP17 block	USP28 inh
Cn1nnc2c1CCN(C(=O)C1CCCC1)C2COCc1ccccc1 (centres undefined)	3.8	-2.8	-28.5	7.7	0.0	-1.0	-0.2	0.8
Cc1cccc(C(=O)N(Cc2ccccn2)c2nc3ccc(F)cc3s2)c1	-8.9	-9.9	-21.5	-33.5	3.3	1.5	-14.5	-23.8
Cc1cc2nc(N3CCC(C)CC3)c3ccccc3n2n1	5.3	-13.4	-24.0	28.1	5.6	3.7	3.3	8.7
COc1cc(CCC(=O)N2CCCC(c3nn(C)c4nccnc34)C2)ccc1C (centres undefined)	0.0	-1.1	8.2	-15.8	2.1	-0.5	-2.1	7.0
COc1cc2c(=O)n(CC3CCCO3)c(=O)n(CC(=O)c3ccc4c(c3)OCO4)c2cc1OC (centres undefined)	-1.9	-5.0	47.4*	-5.4	-2.7	32.7*	10.2	3.2
COc1cccc2sc(N3CCN(c4nc5ccccc5s4)CC3)nc12	-5.4	2.8	9.0	-13.1	2.9	7.5	77.1*	-8.1
CC(=O)Nc1ccc(C(=O)Nc2nc(C)c(C)s2)cc1	-12.0	-9.4	0.1	-28.2	-3.0	-3.3	-24.6	-5.1
COc1cccc2c1Oc1c(c(=O)n(C)c(=O)n1C)C2c1c(O)n(C)c(=O)n(C)c1=O (centres undefined)	9.4	7.0	-136.2	-2.0	1.4	1.9	-5.1	5.9
COc1ccc2cc(CN(C(=O)Nc3ccccc3)C3CCCCC3)c(=O)[nH]c2c1	-1.6	6.1	2.8	-6.1	3.3	5.9	0.0	0.8
O=C(CNc1cc(S(=O)(=O)N2CCOCC2)ccc1Cl)N1CCC(Cc2ccccc2)CC1	9.5	4.9	9.1	14.5	4.8	2.0	13.8	28.2
Oc1ccccc1N1CCN(CC(O)c2ccccc2)CC1 (centres undefined)	11.0	1.9	0.0	0.0	0.4	-2.5	-2.0	1.9
O=c1[nH]c(Cc2ccc([N+](=O)[O-])cc2)nc2scc(-c3ccccc3)c12	-19.8	0.0	-13.4	-69.2	-2.5	9.1	-20.9	-0.8
CCN1CCCn2cc(S(=O)(=O)N3CCN(Cc4ccccc4)CC3)cc2C1=O	9.2	3.3	11.0	4.9	0.0	-0.3	6.7	0.7
Cc1nc(N2CCC(C(=O)NC(C)C)CC2)c2c(C)scc2n1	-111.9	-9.1	-112.8	i	-9.4	-12.2	-137.1	-114.8
N#Cc1ccc(OCC(=O)Nc2ccc(-c3cn4ccsc4n3)cc2)cc1	-40.8	10.0	46.0*	-5.9	2.2	-2.7	18.2	-25.2
CC(C)(C)c1ccc(C(=O)N2CCC(C(=O)N3CCN(c4ccccc4F)CC3)CC2)cc1	-5.9	-4.6	-82.7	0.6	0.5	0.9	-6.1	-11.4
CCn1c(=O)c(C(=O)NCc2cccnc2)c(O)c2ccccc21	1.7	nt	3.0	19.1	1.7	0.9	23.2	0.8
Cc1ccc(-c2ncc(NC(=O)COc3cccc(C)c3)cn2)cc1	-11.6	2.7	30.3*	-69.5	-4.6	-4.8	-12.2	-29.5
CCNC(=O)C1(c2ccc(NS(=O)(=O)c3ccc(OCC)cc3)cc2)CC1	2.9	-2.9	-5.6	-10.6	-0.1	-4.2	-17.8	-1.0
CN(C)c1ncc(-c2cccc(C(N)=O)c2)c(C2CCCCN2)n1 (centres undefined)	-1.0	-1.1	-3.6	-1.0	-0.3	-1.6	-0.1	-5.8
Cc1ccc(C(=O)N2CCCCC2c2nc(-c3ccncc3)no2)s1 (centres undefined)	4.8	-0.2	1.5	0.0	0.1	1.1	6.2	6.3
O=C(Cc1cccc(Cl)c1)Nc1cc(-c2ccccn2)no1	-13.1	1.7	-3.7	-15.9	0.0	6.7	-8.9	0.3
COc1cccc(C(=O)N2CC[C@@H]3NS(=O)(=O)c4ccccc4O[C@H]3CC2)c1	-10.7	1.6	-3.0	6.1	-4.7	1.7	-13.5	-10.2
Cc1onc(-c2ccccc2)c1CNS(=O)(=O)c1ccc(-c2cnco2)cc1	-4.4	-6.9	-5.8	-3.0	-2.3	0.5	-4.9	-0.2
CC(=O)NC[C@H]1C[C@]2(C)[C@@H](CCCC[C@]2(C)O)N1C(=O)Cc1c(C)noc1C	9.3	4.4	9.6	14.8	0.6	0.6	4.6	5.1
COc1ccc(/C=C/C(=O)NC(=NCCc2c[nH]c3cc(OC)ccc23)Nc2nc(C)cc(C)n2)cc1	0.0	0.0	2.8	-61.6	-1.2	-1.5	-17.0	-37.2
O=C1CC(=O)Nc2cc(S(=O)(=O)NCc3ccc(F)cc3)ccc2N1	4.4	2.8	11.7	3.8	1.3	3.0	1.2	4.9
Cc1ccc(CN2C(=O)c3cc4ccccc4n3CC2(C)C(=O)NCc2ccccc2)o1 (centres undefined)	-12.8	nt	5.0	29.8	1.0	7.1	64.4*	8.1
Cc1ccc(S(=O)(=O)N(CC(=O)N2CCOCC2)c2ccc(Cl)cc2C)cc1	-0.1	-43.7	11.8	12.1	0.0	-5.3	-0.3	8.8
CC(C)c1noc(CN2CCC(C3CCCCCN3C(=O)Nc3ccccc3)CC2)n1 (centres undefined)	3.9	1.6	9.6	-8.9	0.0	-8.8	-5.4	1.1
Cc1cc(C)c(C(=O)N2CCCC(C(=O)NCc3ccccc3Cl)C2)[nH]1 (centres undefined)	-9.3	4.6	-15.4	-30.3	-4.6	-3.9	nt	-7.7
N#Cc1cc2c(nc1SCC(=O)NC1CCCCC1)CCC2	0.2	0.1	-16.1	-15.1	1.1	0.0	-2.5	10.0
CCC(=O)N1CC[C@@H]2Oc3ccccc3S(=O)(=O)N(Cc3cccnc3)[C@H]2CC1	0.0	-5.8	-18.8	0.0	-1.8	3.4	-22.8	8.7
O=C(Nc1ccccc1N1CCOCC1)C1Cc2ccccc2CN1S(=O)(=O)c1ccccc1F (centres undefined)	-13.4	5.3	30.6*	-34.9	3.7	-7.7	19.5	-5.6
O=C1CCCc2nc(-c3ccc(OCc4ccc(C(F)(F)F)cc4)cc3)ncc21	-7.1	-16.1	-0.7	-29.4	-8.3	4.6	-6.5	-7.2
CN(C)c1ccc(-c2noc(C(=O)NCc3ccccn3)n2)cc1	1.0	0.2	-3.4	7.6	0.8	-1.3	45.0*	14.2
CC(Sc1nc(-c2ccccc2)nc2c1COC(C)(C)C2)C(=O)N1CCOCC1 (centres undefined)	10.7	-3.2	14.1	11.7	2.4	0.1	5.7	10.5
CC(=O)c1c(C)oc2ccc(OCc3ccccc3)cc12	9.0	-4.2	16.0	-5.4	4.3	-2.1	-0.1	10.9
O=C(Nc1ccccc1Cl)N1CC[C@@H]2NS(=O)(=O)c3ccccc3O[C@H]2CC1	0.1	-2.2	0.0	-7.0	-3.5	-1.4	-9.2	-3.2
Cc1ccc2c(c1)-c1c(c(C(=O)N3CCN(c4ccccn4)CC3)nn1C)CS2	-57.4	-3.2	-30.1	-192.3	-3.3	-8.4	-2.9	-48.9
COc1ccccc1CNC(=O)c1ccc2c(c1)CCCN2S(C)(=O)=O	8.1	0.0	1.3	18.5	2.9	0.0	5.0	10.2
CC(C)c1cc(NCc2ccccc2F)n2nc(-c3cccnc3)nc2n1	8.8	-7.2	2.5	22.0	4.9	1.4	13.9	9.5
CCc1cccc(CC)c1NC(=O)CN1CCN(c2nc3ccccc3s2)CC1	-6.5	-8.5	-60.7	-8.8	-1.8	-1.2	-4.0	-12.5
Cc1ccc(-n2cc3c(N4CCCC(C(=O)NCC5CCCCC5)C4)ncnc3n2)cc1 (centres undefined)	-9.1	-5.7	-0.1	38.6*	1.3	-1.1	59.8*	9.6
CCCCN1CCn2c(nc3cc(NS(C)(=O)=O)ccc32)C1	0.3	0.7	-7.8	-1.8	2.0	0.3	3.0	5.4
CC(=O)N1Cc2cc(C)ccc2OC2(CCN(CC(=O)N3CCC(C)CC3)CC2)C1	7.9	-8.7	-3.5	18.1	-1.6	-0.9	-0.1	4.3
O=C1N[C@H]2OCCC[C@H]2[C@H](c2ccccc2C(=O)O)N1	-1.1	4.8	-8.0	-6.3	-1.4	2.0	-6.5	-10.9
CN(C1CCCCC1)S(=O)(=O)N1CCC2(CC1)CC2c1nc(-c2cccnc2)no1 (centres undefined)	13.2	-0.1	14.3	19.6	0.0	1.6	11.8	6.3
Cc1ccc2cc3c(nc2c1)OC(=O)N(Cc1ccc(C)o1)C3	3.6	0.3	50.1*	-21.5	-4.2	13.3	10.7	-10.8
Cc1ccc(CNCC2COCc3c(C)nnn3C2)cc1C (centres undefined)	15.6	3.4	-48.1	17.3	1.5	1.1	0.0	8.9
COc1cccc(C(=O)Nc2cnn(-c3ncncc3N3CCC(C)CC3)c2)c1	-16.7	-10.7	-66.6	-41.8	-0.2	-3.2	-40.6	0.0
